# Rab9 prom act = Rab9 promoter activation | Huh7 Rab9 promoter-luciferase reporter, luminescence, 24 h | Potency, µM (top dose mostly 9.22 µM), inactives show at the top dose activation, negative = inhibition, actives largely listed as activators | 320,000 compounds, 2.8% hits; further: potency means the concentration at half of the fitted maximal effect; % of control where 0% means no effect; nearly all actives have a fitted effect of over 60% in size
#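 Cell-based reporter: Huh7 stable for Rab9 promoter-driven luciferase, plated in reduced-serum medium with 10% FBS at 1500 cells/well, compound-treated 24 h at 37 °C, luminescence read after 10 min reagent.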
# NPC1 prom act = activates the NPC1 promoter | Huh7 NPC1 promoter luciferase reporter, 24 h | Potency, µM (highest dose often 9.22 µM), for inactives: at the highest dose activation, hits mostly activators | 320,000 compounds, 2.4% hits | AID 485313;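 further: potency means the concentration at half of the fitted maximal effect; % of control where 0% means no effect; nearly all actives have a fitted effect of over 60% in size; reporter is driven by a mutant NPC1 promoter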
#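 Stably transfected Huh7 (NPC1 promoter→luciferase), 1500 cells/well in Opti-MEM + 10% FBS, 2 h settle, then compound 24 h at 37 °C. Luminescence after 10 min with Amplite reagent.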
# Mito fusion yeast = inhibitors of mitochondrial division or activators of mitochondrial fusion; S. cerevisiae fusion-defective mutant growth rescue, CellTiterGlo 48 h; 320,000 compounds, 0.23% hits; Potency, µM (top dose mostly 46.1 µM), without a hit: top-dose growth rescue (activation), usual class: activators; AID 485298;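 further: potency means the concentration at half of the fitted maximal effect; % of control where 0% means no effect; nearly all actives have a fitted effect of over 45% in size; temperature-sensitive fusion mutants such as fzo1-1 at 37 °C on non-fermentable ethanol glycerol medium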
#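 Compounds are tested for their ability to restore growth of mitochondrial fusion-defective yeast strains at non-permissive 37C in YPEG medium over 48 hours. Viability is quantified by luciferase luminescence.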
# FLuc modulator = inhibits or activates purified firefly luciferase, miR-21 counter-screen | purified FLuc, Km substrates, luminescence inhibition | 360,000 compounds, 6.9% hits | Potency, µM (series often up to 57.5 µM), without a hit: at the top dose activity change, negative = inhibition, hits mostly inhibitors;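 further: potency means the concentration at half of the fitted maximal effect; plate controls were vehicle for no effect and reference inhibitor for full effect; nearly all actives have a fitted effect of over 55% in size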
#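 Biochemical qHTS of compounds, final roughly 60 µM downward over six points, against 10 nM purified firefly luciferase using Km concentrations of substrates (10 uM D-luciferin, 10 uM ATP) in Tris acetate pH 7.5 buffer; luminescence output.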
# Menin MLL FP TR = inhibitors of human menin-MLL interaction, mutant MLL peptide; Potency, µM (highest dose often 61.6 µM), for inactives: top-dose FP activity change, negative = inhibition, usual class: inhibitors; O00255; Menin + Texas Red MLL mutant peptide, fluorescence polarization; 270,000 compounds, 0.23% hits; active means well fitted inhibition curve with a large enough effect in the polarisation, with a control signal flat, not every such curve was filed as active; inconclusive means small, poorly fitted or top-dose-only effect, or effect the other way, or a change in a side signal; inactive means no such curve, though single readings can be large or run the other way; the % refers to the polarisation; further: potency means the concentration at half of the fitted maximal effect; % of control where 0% means no effect; many of its hits are not listed in these tables
# Target sequence (O00255 whole entry, looked up): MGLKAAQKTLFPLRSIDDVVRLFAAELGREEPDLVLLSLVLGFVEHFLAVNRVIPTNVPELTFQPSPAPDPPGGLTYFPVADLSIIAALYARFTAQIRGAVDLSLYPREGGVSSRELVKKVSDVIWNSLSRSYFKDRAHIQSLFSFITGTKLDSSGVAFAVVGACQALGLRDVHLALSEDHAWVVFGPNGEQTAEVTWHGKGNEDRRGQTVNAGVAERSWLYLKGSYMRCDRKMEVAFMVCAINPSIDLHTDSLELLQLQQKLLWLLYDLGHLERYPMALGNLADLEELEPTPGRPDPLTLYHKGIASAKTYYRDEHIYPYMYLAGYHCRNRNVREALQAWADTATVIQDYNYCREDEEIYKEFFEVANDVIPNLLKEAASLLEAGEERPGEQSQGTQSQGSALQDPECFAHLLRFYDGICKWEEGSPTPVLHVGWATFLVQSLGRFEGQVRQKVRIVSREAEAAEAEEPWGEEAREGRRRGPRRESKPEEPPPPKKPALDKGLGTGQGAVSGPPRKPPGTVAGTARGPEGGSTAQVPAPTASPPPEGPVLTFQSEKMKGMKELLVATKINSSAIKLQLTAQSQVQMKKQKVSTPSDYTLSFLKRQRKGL
# ELG1 DNA repair = ELG1-dependent DNA repair inhibition; 330,000 compounds, 2.3% hits; HEK293T ELG1-luciferase reporter, luminescence, 16 h; DNA damage induced by 5-fluorouridine; Potency, µM (doses to about 46.1 µM), for the others: at the top dose activity change, negative = inhibition, hits mostly inhibitors; further: potency means the concentration at half of the fitted maximal effect; on the % scale 0 is the no-effect control and ±100 the full control effect; nearly all actives have a fitted effect of over 55% in size
#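 In this reporter screen, reduction of luminescence relative to DMSO vehicle indicated activity. Compounds and 5-fluorouridine were added together to 2,000 cells per well, incubated for 16 hr at 37 °C, then developed with ONE-Glo.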
# RORg inh = ROR gamma (mouse) transcription inhibition; Potency, µM (doses to about 53.6 µM), for the others: top-dose activity change, negative = inhibition, actives largely listed as inhibitors; P51450; 310,000 compounds, 5.4% hits; Drosophila S2 Gal4-RORgamma UAS-luciferase reporter, 20 h; further: potency means the concentration at half of the fitted maximal effect; on the % scale 0 is the no-effect control and ±100 the full control effect; nearly all actives have a fitted effect of over 60% in size
#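 Using a luciferase readout, inhibitors were identified by reduced reporter activity in Drosophila cells coexpressing a copper-inducible Gal4–ROR gamma fusion and UAS-driven Photinus luciferase, incubated 20 hr after 700 uM copper sulfate.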
# KCNH2 3.1 inh = KCNH2 3.1 (human) potassium channel inhibition; U2OS KCNH2 3.1, thallium flux FluxOr; stronger effect = lower value; activity change, % (tested at about 1.8 µM); 340,000 compounds, 0.95% hits;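 active means maximum activity change below -70%; inconclusive means maximum activity change from -70% to -50%; inactive means maximum activity change above -50%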;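 further: thallium influx rate constant from kinetic fluorescence after stimulation buffer; on the % scale 0 is the no-effect control and ±100 the full control effect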
#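 Kinetic fluorescence (2 min after stimulation buffer) measures Tl+ influx through KCNH2 3.1 expressed by viral transduction in U2OS cells; the rate constant is normalized against DMSO controls serving as positive and negative references.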
# VP16 counter = counter-screen for ROR gamma inhibitors: Gal4-VP16 reporter; Drosophila S2 Gal4-VP16 UAS-luciferase, luminescence, 20 h; Potency, µM (titrated, usually from 53.6 µM), for inactives: top-dose activity, negative = inhibition, actives largely listed as inhibitors; 310,000 compounds, 3.5% hits;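 further: Gal4-VP16 expression switched on by copper sulfate through the metallothionein promoter; potency means the concentration at half of the fitted maximal effect; on the % scale 0 is the no-effect control and ±100 the full control effect; nearly all actives have a fitted effect of over 50% in size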
# PKM2 activator = increases activity of human pyruvate kinase M2 | P14618 | Potency, µM (doses to about 57.5 µM), inactives show at the top dose activation, actives largely listed as activators | 260,000 compounds, 0.34% hits | AID 1631 | purified PKM2, Kinase-Glo ATP luminescence, activation; response scale: 0% is enzyme alone, no compound; further: potency means the concentration at half of the fitted maximal effect; on the % scale 0 is the no-effect control and ±100 the full control effect; nearly all actives have a fitted effect of over 55% in size
#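 Purified hPK-M2 (>95% pure) converted ADP (0.1 mM final) to ATP with 0.5 mM PEP in 50 mM imidazole pH7.2, KCl, MgCl2, Tween 20, BSA; 1 h at room temperature. ATP detected by Kinase-Glo luminescence.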
# MBNL1 CUG block = MBNL1-poly(CUG) RNA binding inhibition; Potency, µM (titrated, usually from 57.5 µM), for the others: at the highest dose activity change, negative = inhibition, most hits filed as inhibitors; AID 2675; TR-FRET MBNL1-His/biotin-(CUG)12 binding, 665/545 ratio; 280,000 compounds, 0.036% hits; Q9NR56; active means well fitted inhibition curve with a large enough effect in the signal ratio, with a control signal flat, not every such curve was filed as active; inconclusive means small, poorly fitted or top-dose-only effect, or effect the other way, or a change in a side signal; inactive means no such curve, though single readings can be large or run the other way; the % refers to the signal ratio; further: potency means the concentration at half of the fitted maximal effect; on the % scale 0 is the no-effect control and ±100 the full control effect
# Target sequence (Q9NR56 whole entry, looked up): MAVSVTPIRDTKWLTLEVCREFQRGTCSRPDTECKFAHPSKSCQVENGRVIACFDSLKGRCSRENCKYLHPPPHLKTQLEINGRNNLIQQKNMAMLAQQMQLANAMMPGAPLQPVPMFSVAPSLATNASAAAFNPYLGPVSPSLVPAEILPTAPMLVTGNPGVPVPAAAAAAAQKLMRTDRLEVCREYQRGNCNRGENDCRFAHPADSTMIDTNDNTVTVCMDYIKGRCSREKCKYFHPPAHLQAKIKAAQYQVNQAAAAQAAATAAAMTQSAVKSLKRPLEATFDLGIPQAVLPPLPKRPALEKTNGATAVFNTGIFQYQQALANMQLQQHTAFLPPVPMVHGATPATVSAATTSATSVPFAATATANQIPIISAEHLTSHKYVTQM
#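 TR-FRET between His-tagged MBNL1 and biotin-(CUG)12 RNA, detected with Tb anti-His antibody (0.055 ng/ul) and streptavidin-XL665 (5 nM), 60 min at room temperature. Compounds titrated 92 nM to 58 uM; 665/545 nm ratio normalized to buffer and complex controls.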
# The depositor's hits bear a star; ? = inconclusive; / = not tested or not shown; & = joins results of further samples; [ ] = dose if it differs, or a comment. Unless noted, the call rests on the fitted dose curve; in most records, active means well fitted curve in the direction sought with a large enough effect; inconclusive means small, poorly fitted or top-dose-only effect, or another doubt; inactive means no such curve, though single readings can be large; an effect the other way counts as inactive or inconclusive. This is a subset; count on the stated rates, not on these rows.
SMILES,Rab9 prom act,NPC1 prom act,Mito fusion yeast,FLuc modulator,Menin MLL FP TR,ELG1 DNA repair,RORg inh,KCNH2 3.1 inh,VP16 counter,PKM2 activator,MBNL1 CUG block
O=C(CNCC(=O)Nc1ccc(F)c(F)c1F)Nc1ccc(F)c(F)c1F,1%,3%,21%,-2%,-2%,10%,0%,-1,-2%,/,-5%
CCOCCn1c(CC)nc2ccccc21,-2%,-4%,-8%,-4%,8%,-15%,-42%,4,2%,4%,-6%
O=C(CN1CCCN(Cc2ccc(F)cc2Cl)C1=O)NC1CCCC1,-4%,-6%,-1%[9.22 µM],-5%,-13%,1%,4%,3,9%,-2%,-4%
CCOc1nc(-c2ccccc2)c2cc(Br)ccc2n1,3%,0%,-10%,0%,-20%,-1%,15%,-17,3%,/,8%
CC(C)CC(=O)CN1C(=O)C2(OCCO2)c2ccccc21,-6%,-4%,3%,-1%,10%,10%,27%,14,-1%,-5%,6%
CNC(=O)c1[nH]cnc1C(=O)N[C@@H](Cc1ccccc1)C(=O)OC(C)(C)C,-1%,-1%,2%,-2%,-11%,0%,7.9µM*,-4,?,-3%,-6%
Cc1cccc2cc(C#N)c(SCC(=O)NNC(=O)Cc3ccccc3)nc12,-2%,2%,1%,3%,/,?,-31%,14,-3%,3%,6%
O=C(Cc1cccc2ccccc12)NCCOc1ccccc1F,-4%,-3%,5%,-9%,-14%,-6%,24%,-4,2%,-6%,-3%
Cc1ccc(CNC(=O)C2CCN(S(=O)(=O)c3cccc4nonc34)CC2)cc1,4%,-4%,1%,0%&0%,13%,6%,-2%,2,-1%,7%,2%
CC(Sc1nnc(-c2ccc(O)cc2)o1)C(=O)Nc1cccc2ccccc12 (stereo unspecified),4%,2%,-2%,?,?,0%,-21%,2,8%,6%,5%
CCn1ncc(/C=N/O)c1C,0%,-1%,0%,0%,3%,?,-37%,45,-1%,8%,1%
Cc1cc(C)n2[nH]c(=O)c(N=Nc3cccc(C(F)(F)F)c3)c2n1,-3%,9%,6%,-2%,/,-1%,13µM*,-35,?,5%,?
OCCCN1CCN(CCOc2ccccc2-c2ccccc2)CC1,3%,-2%,0%,2%,1%,-16%,-2%,7,-8%,0%,-4%
CCOC(=O)N1CCN(Cc2nc3cc(NC(C)=O)ccc3n2CC)CC1,-6%,0%,12%,-1%,-30%,3%,-1%,6,-4%,/,-12%
Cn1c(-c2ccccc2)cnc1N,29%,28%,-1%,?,-4%,29%,13µM*,-33,-11%,0%,-13%
Cn1cc(CN2CCC(C(=O)N3CCCC3)CC2)c(-c2ccccc2F)n1,-4%,0%,2%,-3%,-1%,14%,23%,10,-10%,-5%,-6%
COc1ccc(N(C(=O)c2ccco2)S(=O)(=O)c2cccc([N+](=O)[O-])c2)cc1,2%,-4%,-2%,9%,17%,0%,2%,-12,5%,3%,15%
CCCCCCn1cc(C(=O)O)c(=O)c2cc(F)c(N3CCN(C(=O)OCC)CC3)cc21,-2%,-4%,-20%,5%,-17%,1%,-17%,5,-1%,/,-1%
CCn1c2ccccc2c2cc(/C=N/NC(=O)c3ccncc3)ccc21,-8%,-6%,5%,-18%,44%[activator],?,8.9µM*,1,?,1%,?
O=c1ccc2cc([N+](=O)[O-])c(CCO)cc2o1,-3%,-1%,-1%,-2%,6%,13%,-18%,-2,0%,-1%,?
CCN1CCN(c2nc(Nc3cc(OC)ccc3OC)nc(Nc3cc(OC)ccc3OC)n2)CC1,-7%,-5%,-1%,-1%,/,0%,-2%,-11,-3%,4%,-5%
CC1=C(n2nnc3ccccc32)C(c2ccccc2)C(C#N)=C(N)O1 (stereo unspecified),-5%,0%,3%,5%,18%,26%,-43%,-6,19%,15%,9%
C/C(NC1CCCC1)=C(/C#N)C(N)=O,-5%,-1%,-1%,5%,-9%,4%,22%,-27,-3%,-4%,11%
COc1ccccc1NC(=O)N(CCN(C)C)Cc1cc2cc(C)ccc2[nH]c1=O,-3%,0%,-1%,0%,-2%,10%,-2%,-13,-13%,-1%,-2%

# Given with tabs: entries from further up
SMILES	Rab9 prom act	NPC1 prom act	Mito fusion yeast	FLuc modulator	Menin MLL FP TR	ELG1 DNA repair	RORg inh	KCNH2 3.1 inh	VP16 counter	PKM2 activator	MBNL1 CUG block
CC(C)CC(=O)CN1C(=O)C2(OCCO2)c2ccccc21	-6%	-4%	3%	-1%	10%	10%	27%	14	-1%	-5%	6%
CNC(=O)c1[nH]cnc1C(=O)N[C@@H](Cc1ccccc1)C(=O)OC(C)(C)C	-1%	-1%	2%	-2%	-11%	0%	7.9µM*	-4	?	-3%	-6%
Cc1cccc2cc(C#N)c(SCC(=O)NNC(=O)Cc3ccccc3)nc12	-2%	2%	1%	3%	/	?	-31%	14	-3%	3%	6%
O=C(Cc1cccc2ccccc12)NCCOc1ccccc1F	-4%	-3%	5%	-9%	-14%	-6%	24%	-4	2%	-6%	-3%
Cc1ccc(CNC(=O)C2CCN(S(=O)(=O)c3cccc4nonc34)CC2)cc1	4%	-4%	1%	0%&0%	13%	6%	-2%	2	-1%	7%	2%
CC(Sc1nnc(-c2ccc(O)cc2)o1)C(=O)Nc1cccc2ccccc12 (stereo unspecified)	4%	2%	-2%	?	?	0%	-21%	2	8%	6%	5%
CCn1ncc(/C=N/O)c1C	0%	-1%	0%	0%	3%	?	-37%	45	-1%	8%	1%
Cc1cc(C)n2[nH]c(=O)c(N=Nc3cccc(C(F)(F)F)c3)c2n1	-3%	9%	6%	-2%	/	-1%	13µM*	-35	?	5%	?
OCCCN1CCN(CCOc2ccccc2-c2ccccc2)CC1	3%	-2%	0%	2%	1%	-16%	-2%	7	-8%	0%	-4%

# (continued)
SMILES,Rab9 prom act,NPC1 prom act,Mito fusion yeast,FLuc modulator,Menin MLL FP TR,ELG1 DNA repair,RORg inh,KCNH2 3.1 inh,VP16 counter,PKM2 activator,MBNL1 CUG block
CCOc1ccc(C(=O)CCC(=O)NNC(=O)c2ccccc2O)cc1,3%,9%,3%,3%,/,11%,/,-16,/,/,/
Cc1cc(C(=O)Nc2ccc(S(=O)(=O)N3CCOCC3)cc2)c(C)o1,-1%,-4%,-2%,4%,/,?,6%,3,-1%,0%,-12%
COc1ccc(O)c(-c2[nH]ncc2C(=O)c2cccc(C)c2)c1,-2%[1.84 µM],-3%,-1%,2%,-8%,-17%,30%,-109*,-5%,/,0%
COCCn1c(NCc2ccc(C)cc2)nc2c1c(=O)[nH]c(=O)n2C,1%,-7%,-1%,1%,8%,9%,?,8,-6%,2%,-6%
COc1ccccc1C(=O)Nc1ccnn1C1CCN(Cc2csc(C(C)=O)c2)CC1,-1%,-7%,-3%,-9%,/,-5%,-1%,-27,2%,/,-1%
Nc1ccccc1SCC(=O)Nc1cccc2ccccc12,22%,11%,-3%,-3%,-14%,?,-9%,-18,15%,1%,?
Cc1c(C(=O)NCc2ccccn2)sc2nc(-c3ccc(F)cc3)cn12,-3%,1%,7%,-4%,-6%,-26%,0%,16,8%,14%,7%
COc1cccc(NS(=O)(=O)c2c(C)n(C)c(=O)n(C)c2=O)c1,-3%,5%,4%,2%,-7%,6%,30%,-13,-2%,9%,-20%
CN(C)S(=O)(=O)c1ccc(C(=O)Nc2nnc(SCc3cccc(F)c3)s2)cc1,4%,-4%,-3%,2%,-1%,-16%,0%,12,-3%,0%,/
COc1ccc(CC(=O)Nc2c3c(nn2-c2cccc(Cl)c2)CS(=O)(=O)C3)cc1,-4%,0%,-3%,0%,-14%,-17%,2%[0.365 µM],-11,/,1%,-8%
